sPLA2-III inh: Blocks human group III sPLA2 activity | Q9NZ20 | QFRET BODIPY PC-A2 liposome hydrolysis, fluorescence | inhibition, % at 12.2 µM | 0.56% of 370,000 active | AID 743126;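 active means inhibition above mean plus 3 SD of compounds lying within the high and low control bounds, cut at about 19% in these data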;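 further: 0% = median of test compound wells and 100% = no enzyme DMSO wells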
DDE Tn7 FP inh: inhibitors of Tn7 peptide binding to human fibrin DD(E); inhibition, % at 8.3 µM; P02675; FP displacement of FITC-Tn7 peptide from fibrin DD(E); 0% = median of compound wells per plate; 0.13% of 370,000 active;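 active means inhibition above the mean of compounds falling within the control limits plus 3 SD of them, cut at about 14% in these data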;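 further: 0% = plate median of compound wells and 100% = 10 µM Aha-Tn7 peptide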
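System: human fibrin DD(E); quantity: Fibrin-DD(E) at 2 µM final; also added: fluorescent Tn7 probe at 0.1 µM; compound dosing: single nominal test concentration of 8.3 µM per compound; schedule: 10 min preincubation, 3 h with tracer, room temperature; detection: fluorescence polarization of the labelled Tn7 tracer; repeats: one replicate per compound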
Tn6 DDE FP: DD(E)-Tn6 binding inhibition, primary FP screen | P02675 | Fibrin DD(E) TRITC-Tn6 fluorescence polarization displacement | inhibition, % at 8.3 µM | 0.21% of 370,000 active | AID 720509;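 active means inhibition above a per-campaign cutoff: mean of compounds within control limits plus 3 SD, cut at about 15% in these data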;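 further: 0% = median of all compound wells on the plate and 100% = blocking peptide control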
PLC-beta3 inh: PLC-beta3 (human) inhibition, primary screen; Q01970; Purified PLC-beta3, fluorogenic substrate, fluorescence; 0.18% of 370,000 active; inhibition, % at 12.2 µM; in the data active means inhibition above about 11%;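 further: 0% = median of compound wells on plate and 100% = full blocker control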
Target sequence (Q01970 whole entry, looked up): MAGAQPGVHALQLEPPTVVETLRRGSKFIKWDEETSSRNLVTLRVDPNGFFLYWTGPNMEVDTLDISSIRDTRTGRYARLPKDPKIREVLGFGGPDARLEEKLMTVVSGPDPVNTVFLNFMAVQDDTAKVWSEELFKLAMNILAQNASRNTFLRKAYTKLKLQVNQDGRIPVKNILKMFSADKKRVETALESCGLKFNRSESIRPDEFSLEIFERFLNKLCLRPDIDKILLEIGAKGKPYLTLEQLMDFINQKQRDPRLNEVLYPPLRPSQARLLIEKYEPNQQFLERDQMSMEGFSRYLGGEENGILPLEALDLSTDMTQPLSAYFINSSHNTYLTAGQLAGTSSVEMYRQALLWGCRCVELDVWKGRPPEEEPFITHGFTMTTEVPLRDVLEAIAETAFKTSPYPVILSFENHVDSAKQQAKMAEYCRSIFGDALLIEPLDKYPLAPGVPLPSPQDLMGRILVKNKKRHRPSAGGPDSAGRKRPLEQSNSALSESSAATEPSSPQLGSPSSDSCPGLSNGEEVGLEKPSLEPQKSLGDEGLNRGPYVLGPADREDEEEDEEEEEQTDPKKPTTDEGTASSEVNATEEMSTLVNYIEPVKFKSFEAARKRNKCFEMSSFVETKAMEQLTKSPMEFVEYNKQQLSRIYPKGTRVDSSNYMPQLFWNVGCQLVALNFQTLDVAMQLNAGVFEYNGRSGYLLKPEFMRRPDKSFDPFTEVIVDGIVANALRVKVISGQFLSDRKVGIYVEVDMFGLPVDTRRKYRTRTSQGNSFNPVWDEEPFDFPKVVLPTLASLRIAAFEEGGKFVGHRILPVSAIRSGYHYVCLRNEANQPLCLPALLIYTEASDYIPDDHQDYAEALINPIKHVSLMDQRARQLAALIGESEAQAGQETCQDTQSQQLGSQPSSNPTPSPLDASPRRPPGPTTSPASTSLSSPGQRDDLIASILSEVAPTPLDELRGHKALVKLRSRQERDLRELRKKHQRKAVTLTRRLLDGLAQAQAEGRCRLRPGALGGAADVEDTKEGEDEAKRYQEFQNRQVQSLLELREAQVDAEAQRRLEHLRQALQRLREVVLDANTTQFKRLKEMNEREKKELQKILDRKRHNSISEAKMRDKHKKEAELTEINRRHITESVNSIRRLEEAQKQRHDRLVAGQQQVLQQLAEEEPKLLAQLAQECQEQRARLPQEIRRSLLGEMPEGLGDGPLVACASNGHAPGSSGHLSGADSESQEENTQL
UHRF1 binding: human UHRF1 methylated DNA binding inhibitors; Q96T88; UHRF1 binding to methylated oligo, TR-FRET; inhibition, % at 4.4 µM; 0.75% of 370,000 active; in the data active means inhibition above about 21%;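 further: UHRF1 SRA domain binding a hemimethylated CpG hairpin DNA probe; 0% = median of test compound wells and 100% = reference inhibitor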
PLCg1 inh: blocks human PLC-gamma1 enzyme activity. inhibition, % at 12.2 µM. purified PLC-gamma1, fluorogenic substrate, fluorescence. 0.84% of 370,000 active; in the data active means inhibition above about 9.5%
ARFGAP1 inh: inhibitors of rat ARFGAP1; Q62848; Arfgap1-stimulated ARF1 GTP hydrolysis, GDP FP detection; inhibition, % at 16.5 µM; 0.26% of 360,000 active; AID 651572;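 active means inhibition above a per-plate limit, mean inhibition of low control wells plus 3 SD, cut at about 25% in these data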;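 further: 0% = DMSO wells with enzyme and 100% = wells lacking Arfgap1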
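Material: truncated rat Arfgap1 GAP domain; Incubation: compound-enzyme preincubation 20 min, reaction 120 min, detection 60 min, 25 °C; Read-out: percent inhibition of Arfgap1-stimulated GTP hydrolysis; Technique: FP, GDP Alexa 633 tracer displaced from anti-GDP antibody, 620/688 nm; Controls: No-Arfgap1 wells (100%) versus DMSO full-reaction wells (0%); Replication: single well per compound.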
ASAP1 inh: ASAP1 ArfGAP inhibition | inhibition, % at 16.5 µM | 0.19% of 360,000 active | AID 624377 | Q9ULH1 | ASAP1-stimulated ARF1 GTP hydrolysis, GDP FP detection; in the data active means inhibition above about 25%;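 further: 0% = vehicle with enzyme and substrate and 100% = no enzyme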
Rev-erbA mod: Rev-erb alpha (human) modulation; P20393; Rev-erbα–FITC-DNA binding, fluorescence polarization, 90 min; activity, % at 10 µM; 0.79% of 370,000 active; AID 1259318;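 active means activity above about 14%, limit read from the data; passing the limit was not always enough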;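 further: 0% = DMSO wells with 35 nM protein and 100% = DMSO wells with 750 nM protein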
KLK7 zymogen act: activates the human kallikrein-7 zymogen; activation, % at 7 µM; purified proKLK7, EDANS-DABCYL substrate fluorescence; 100% is mature enzyme control, 0% vehicle; 0.9% of 370,000 active;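 active means activation above the mean of all tested compounds plus 3 SD, computed per campaign excluding outliers beyond control limits, cut at about 13% in these data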
Active calls of the source: *.

no.	Structure	sPLA2-III inh	DDE Tn7 FP inh	Tn6 DDE FP	PLC-beta3 inh	UHRF1 binding	PLCg1 inh	ARFGAP1 inh	ASAP1 inh	Rev-erbA mod	KLK7 zymogen act
1	COc1cc(CNc2nccn3ccnc23)cc(OC)c1	-2	-1	-1	-2	-2	0	0	-6	3	0.5
2	CC(C)Cn1c(SCC(=O)NC(=O)Nc2ccc3c(c2)OCCO3)nc2ccccc2c1=O	4	-4	6	2	1	4	7	-23	5	-0.1
3	COCOCCn1cc(CN2CCS(=O)(=O)N(Cc3ccc(-c4ccc(Cl)nc4)cc3)C(CC(C)C)C2=O)nn1 (stereo not given)	-19	4	-5	2	-1	3	-1	-1	3	0.8
4	CCCSc1ccc(C(=O)Nc2ccc(F)cc2F)cn1	3	-11	5	4	0	8	13	3	14	0.2
5	O=C(NCc1ccccc1)c1cc(C2CCCN(C(=O)C3CC3)C2)on1 (stereo not given)	6	-2	5	-2	1	1	9	2	-3	-0.4
6	CCN(CC)CC(=O)Nc1c(C#N)cnn1-c1ccccc1	-3	-3	2	-2	-1	0	-12	0	-7	0.5
7	CN1C(=O)c2cccc3c(Cl)ccc(c23)C1=O	10	2	-3	-8	-5	-4	14	-4	5	0.6
8	CC(OC(=O)[C@H](C)NC(=O)c1ccccc1Cl)C(=O)NCc1ccc2c(c1)OCO2 (stereo not given in full)	1	1	9	-2	-2	2	-3	6	0	0.0
9	O=C(NCc1ccc2c(c1)OCO2)C1CCCN1C(=O)Nc1ccc(Cl)cc1 (stereo not given)	3	-4	1	-7	1	-1	2	-7	-2	-0.2
10	CC(C)n1cnc2c(NCc3ccccc3)cc(Cc3ccc(F)cc3)cc21	2	-1	-1	0	-1	2	9	2	-1	0.1
11	CC1(c2ccccc2)NC(=O)N(CCOc2ccccc2)C1=O (stereo not given)	1	0	-11	-45	1	-1	-4	9	3	1.1
12	Cc1ccc(CN(CC(=O)NCc2ccc3c(c2)OCO3)C(=O)c2csnn2)cc1	6	-1	1	-4	2	0	2	-1	0	-0.3
13	COc1ccc(-c2nn(-c3ccccc3)cc2C(=O)O)cc1OC	-4	4	-6	-1	-2	2	4	-6	5	-0.9
14	CCCOc1ccc(/C=N/NC(=O)CN(c2ccc(OCC)cc2)S(C)(=O)=O)cc1	-7	5	-1	-4	-2	4	-3	-12	-1	0.4
15	O=C(C[C@H]1C/C=C\CC[C@@H](Cc2ccc(F)cc2)C(=O)O[C@@H](c2ccccc2)CNC1=O)N[C@@H](CO)Cc1ccccc1	-9	0	-8	6	5	2	-2	-1	10	-0.2
16	COc1cc(C(=O)Nc2nnc(SCC(=O)NCC3CCCO3)s2)cc(OC)c1OC (stereo not given)	4	2	-3	-47	-2	-29	-5	4	-2	0.7
17	CC1(C(O)(C#CC[N+]2(C)CCCCC2)c2ccccc2)CCCC1 (stereo not given)	4	-7	-11	0	4	0	-6	0	0	0.3
18	O=[N+]([O-])c1ccc2nc(NS(=O)(=O)c3ccc(Cl)cc3)sc2c1	-30	-4	-3	-8	-2	-3	3	16	1	-0.2
19	COc1ccc(S(=O)(=O)N(C)C)cc1NC(=O)Cc1c[nH]c2ccccc12	-44	4	-10	-13	8	4	6	-9	1	0.3
20	CC1=NN(c2ccccc2)C(=O)C1(C)[N+](=O)[O-] (stereo not given)	0	2	1	4	-1	-1	6	2	-4	-0.4
21	O=C(OCC(=O)N1CCN(Cc2ccccc2)CC1)c1cc(Cl)ccc1[N+](=O)[O-]	-4	12	5	3	-1	2	-10	-8	4	-0.3
22	CCN(CC(=O)Nc1c(F)cccc1F)C(=O)Cc1ccc2c(c1)OCCO2	-4	-1	-8	-3	0	1	2	1	0	0.3
23	CCNC(=S)N(CCc1c(C)[nH]c2ccc(F)cc12)Cc1cccnc1	7	-6	-3	-10	1	-3	5	8	5	0.0
24	N#CCCn1cc(C(=O)O)c(-c2ccc3ccccc3c2)n1	-1	-5	4	-2	4	-1	-7	0	-3	-0.4
25	CC(=O)c1cccc(NC(=O)CSc2ccc(-c3ccc4c(c3)OCO4)nn2)c1	-1	11	4	-2	2	0	-3	25*	10	-0.7
26	Cc1ccc(C)c(NS(=O)(=O)c2ccc3c(c2)Cc2cc(S(=O)(=O)Nc4cc(C)ccc4C)ccc2-3)c1	-26	-1	-4	5	3	2	2	1	-5	0.0
27	CCNc1c(NS(=O)(=O)c2ccc(OC)c(Cl)c2)c(=O)oc2ccccc12	-18	2	7	-8	2	-3	0	-8	-1	3.6
28	Cc1ccc(-c2csc(N/N=C/c3ccco3)n2)cc1	0	1	-6	-6	-4	-6	4	-8	0	-0.1
29	Cc1c(C(=O)NCc2n[nH]c(=S)n2-c2ccc(F)cc2)cccc1[N+](=O)[O-]	5	-8	-7	2	3	3	7	4	-1	-0.3
30	CCn1c2ccccc2c2cc(NC(=O)COC(=O)c3ccc(NC(=O)CC#N)cc3)ccc21	-6	4	-20	-21	5	1	9	3	0	-1.8
31	COc1ccc(C2CCc3cc4c(cc3C2=NOC(C)=O)OCO4)cc1OC (stereo not given)	-1	-3	-10	-14	7	1	16	17	-1	-0.4
32	CCOc1ccccc1CSc1nc2ccccc2[nH]1	0	2	-4	-1	3	0	9	7	1	-0.6
33	CCN(CCCNC(=O)C1CCC(=O)N1Cc1ccc(F)cc1)c1cccc(C)c1 (stereo not given)	6	-8	-5	3	-2	2	11	6	0	0.3
34	CCNC(=O)[C@H]1O[C@@H](n2cnc3c(N)nc(NCCc4ccc(CCC(=O)O)cc4)nc32)[C@H](O)[C@@H]1O	6	-9	-1	6	-1	2	0	7	-3	0.3
35	CCCN1CCN(CCCNC(=O)c2cc3c(=O)oc4ccc(C)cc4c3s2)CC1	-9	-12	3	-9	-7	-3	0	14	-3	0.1
36	O=C(NCSc1ccccc1)c1ccccc1	2	-2	-4	2	20	1	11	4	-1	-0.2
37	O=C1CCC(=O)N1c1ccccc1-c1ccccc1	-2	-3	4	3	-2	-3	-14	-7	-3	-0.2
38	O=c1c2ccccc2nc2c3ccccc3c(NCc3ccco3)nn12	-1	2	-3	-118	-16	-89	6	3	-10	3.0
39	COc1ccc(C2C(=O)N(C3CCCCC3)CC(=O)N2C2CCCCC2)cc1 (stereo not given)	4	6	4	2	2	-1	1	6	5	0.3
40	O=C(Nc1ccc(F)cc1)NC1(C(=O)NCc2cccs2)CCCCC1	2	3	-1	2	0	1	14	6	-3	0.3
41	COc1cc2[nH]c(=O)n(CCC(=O)NC3CCCC3)c(=O)c2cc1OC	10	-9	14	5	2	7	7	-7	-1	-0.1
42	O=C(COC(=O)c1cccc(S(=O)(=O)N2CCCCC2)c1)NCc1cccc(Cl)c1	-4	10	-2	-2	-1	-1	-11	-9	-6	0.5
43	CC(C)[C@H](NS(=O)(=O)c1ccc(F)cc1F)C(=O)N1CCC[C@H]1C(=O)NCc1ccccc1	5	-3	1	5	5	1	8	-1	3	-0.1
44	N#Cc1nc(-c2ccc([N+](=O)[O-])cc2)oc1N1CCCCC1	1	-4	0	4	2	2	8	10	-7	-0.5
45	CCOc1ccc(S(=O)(=O)N2CCN(Cc3ccccc3)CC2)c2cccnc12	-12	-4	-1	-4	-6	-4	4	11	4	0.2
46	O=c1c2[nH]c3ccccc3c2nc2n1CCCS2	7	4	-3	-4	3	1	12	11	1	0.2
47	COc1ccc(S(=O)(=O)N2CCOCC2)cc1NC(=O)CSc1nnc(C2CC2)n1N	-1	1	-8	-2	0	3	11	-9	0	0.1

Of the compounds above, these contain four or more nitrogen atoms:
no.	Structure	sPLA2-III inh	DDE Tn7 FP inh	Tn6 DDE FP	PLC-beta3 inh	UHRF1 binding	PLCg1 inh	ARFGAP1 inh	ASAP1 inh	Rev-erbA mod	KLK7 zymogen act
1	COc1cc(CNc2nccn3ccnc23)cc(OC)c1	-2	-1	-1	-2	-2	0	0	-6	3	0.5
2	CC(C)Cn1c(SCC(=O)NC(=O)Nc2ccc3c(c2)OCCO3)nc2ccccc2c1=O	4	-4	6	2	1	4	7	-23	5	-0.1
3	COCOCCn1cc(CN2CCS(=O)(=O)N(Cc3ccc(-c4ccc(Cl)nc4)cc3)C(CC(C)C)C2=O)nn1 (stereo not given)	-19	4	-5	2	-1	3	-1	-1	3	0.8
6	CCN(CC)CC(=O)Nc1c(C#N)cnn1-c1ccccc1	-3	-3	2	-2	-1	0	-12	0	-7	0.5
12	Cc1ccc(CN(CC(=O)NCc2ccc3c(c2)OCO3)C(=O)c2csnn2)cc1	6	-1	1	-4	2	0	2	-1	0	-0.3
16	COc1cc(C(=O)Nc2nnc(SCC(=O)NCC3CCCO3)s2)cc(OC)c1OC (stereo not given)	4	2	-3	-47	-2	-29	-5	4	-2	0.7
23	CCNC(=S)N(CCc1c(C)[nH]c2ccc(F)cc12)Cc1cccnc1	7	-6	-3	-10	1	-3	5	8	5	0.0
29	Cc1c(C(=O)NCc2n[nH]c(=S)n2-c2ccc(F)cc2)cccc1[N+](=O)[O-]	5	-8	-7	2	3	3	7	4	-1	-0.3
30	CCn1c2ccccc2c2cc(NC(=O)COC(=O)c3ccc(NC(=O)CC#N)cc3)ccc21	-6	4	-20	-21	5	1	9	3	0	-1.8
34	CCNC(=O)[C@H]1O[C@@H](n2cnc3c(N)nc(NCCc4ccc(CCC(=O)O)cc4)nc32)[C@H](O)[C@@H]1O	6	-9	-1	6	-1	2	0	7	-3	0.3
38	O=c1c2ccccc2nc2c3ccccc3c(NCc3ccco3)nn12	-1	2	-3	-118	-16	-89	6	3	-10	3.0
44	N#Cc1nc(-c2ccc([N+](=O)[O-])cc2)oc1N1CCCCC1	1	-4	0	4	2	2	8	10	-7	-0.5
47	COc1ccc(S(=O)(=O)N2CCOCC2)cc1NC(=O)CSc1nnc(C2CC2)n1N	-1	1	-8	-2	0	3	11	-9	0	0.1

Bioassay records as filed in PubChem.
